Screens deposited in PubChem BioAssay by National Center for Advancing Translational Sciences (NCATS).
PTAP TSG101 blk – blocks PTAP/TSG101 interaction to inhibit HIV-1 budding; Fluorescence polarization, FITC-PTAP peptide / Tsg101 binding; Potency, µM (doses to about 115 µM), inactives show at the top dose activity change, negative = inhibition, actives largely listed as inhibitors; 340,000 tested, under 10 active; active = well fitted inhibition curve with a large enough effect in the main read-out, with a control signal flat, not every such curve was filed as active; inconclusive = small, poorly fitted or top-dose-only effect, or effect the other way, or a change in a side signal; inactive = no such curve, though single readings can be large or run the other way; also: potency is read from the fitted curve at half-maximal effect; % of control where 0% means no effect
Target sequence (Q99816 whole entry, looked up): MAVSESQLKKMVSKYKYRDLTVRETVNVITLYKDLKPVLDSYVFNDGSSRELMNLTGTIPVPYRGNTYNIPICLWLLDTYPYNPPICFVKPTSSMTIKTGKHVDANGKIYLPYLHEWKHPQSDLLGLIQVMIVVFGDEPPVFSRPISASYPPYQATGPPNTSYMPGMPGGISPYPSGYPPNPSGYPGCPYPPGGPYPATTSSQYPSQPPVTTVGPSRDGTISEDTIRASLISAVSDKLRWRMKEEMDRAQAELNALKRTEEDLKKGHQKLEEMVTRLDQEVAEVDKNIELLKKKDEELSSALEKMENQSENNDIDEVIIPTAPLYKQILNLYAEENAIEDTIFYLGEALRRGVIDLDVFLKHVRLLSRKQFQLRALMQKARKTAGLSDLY
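Tsg101 binding domain (10 uM final) was mixed with compound and a FITC-labeled PTAP peptide (50 nM final) in HEPES pH 7.5 buffer with NaCl, Tween 20, EDTA and TCEP; fluorescence polarization was read after 20 min at r.t.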
AT treatment – potential ataxia-telangiectasia treatments restoring KAP-1 phosphorylation | AID 485349 | hit rate 0.19% among 320,000 | Potency, µM (top dose mostly 57.5 µM), without a hit: at the top dose activation, usual class: activators | […] A-T fibroblasts, KAP-1 phosphorylation AlphaLISA; neocarzinostatin DNA damage 30 min before lysis; also: potency is read from the fitted curve at half-maximal effect; % of control where 0% means no effect; nearly all actives have a fitted effect of over 45% in size
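ATM-like activity read as KAP-1 phosphorylation via AlphaLISA donor/acceptor antibody pairs after lysis and 6 hr at 25C. Cells were ATM-null patient fibroblasts ([…], hTERT), dosed 60 min, then exposed to the DSB inducer NCS for 30 min.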
a7 integrin act – integrin-mediated muscular dystrophy alleviation activation; alpha7betagal myoblasts, beta-gal FDG fluorescence, 48 h; Potency, µM (top dose mostly 38.3 µM), inactives show at the highest dose activation, usual class: activators; hit rate 0.064% among 350,000;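 also: potency is read from the fitted curve at half-maximal effect; 100% = response of the positive control SU9516; nearly all actives have a fitted effect of over 60% in size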
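Alpha7betagal+/- myoblasts (passage 13) were plated 16-24 hr, then exposed to compounds (1:260 dilution of DMSO stock) for 48 hours at 37C. After MPER lysis, β-galactosidase reporter activity was read as FDG fluorescence (ex 480/em 540) after 30 minutes.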
TCR act – T cell receptor activation; primary human leukocytes, anti-CD3, IL-2 HTRF, 48 h; Potency, µM (top dose mostly 9.22 µM), for the others: at the highest dose activation of IL-2 secretion, usual class: activators; 330,000 tested, under 10 active; also: % of control where 0% means no effect
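IL-2 release read by HTRF sandwich (Eu cryptate donor, d2 acceptor, 665 nm emission) after 48 hr exposure of primary human leukocytes to compound together with anti-CD3 beads in the absence of co-stimulatory signals.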
TSHR antag – antagonists of human thyroid stimulating hormone receptor. TSHR-expressing cells, TSH-stimulated cAMP HTRF, 2 h; active compounds read low. hit rate 0.2% among 330,000. P16473. activity change, negative = inhibition, % at 11.5 µM. AID 504810;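 active = activity change below a set negative limit, meaning inhibition stronger than a set level, cut at about -70% in these data; inconclusive = activity change between two set negative limits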; also: % is scaled to controls: 0 for no effect and ±100 for the full control effect
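Inhibition of cAMP made by TSHR-expressing cells under TSH stimulation (4nM final, EC80; 2 h, 37 deg C) is quantified with a one-step lysis HTRF kit, anti-cAMP cryptate versus cAMP-d2.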
S-ASM inh – inhibitors of human secretory acid sphingomyelinase; hit rate 0.006% among 340,000; placental ASM, HMU-PC fluorogenic substrate, 60 min; Potency, µM (titrated, usually from 57.5 µM), inactives show top-dose activity change, negative = inhibition, hits mostly inhibitors; P17405; also: potency is read from the fitted curve at half-maximal effect
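Fluorogenic HMU-PC substrate (9 uM final) is turned over by placental ASM in 60 min at 37 C after a 10 min compound preincubation. Reaction ended by alkaline stop (pH 10), with fluorescence read at 386/447 nm.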
BCR signal inh – inhibitors of chronic active B-cell receptor signaling; hit rate 0.05% among 340,000; AID 493014; ABC-DLBCL IkBa-CBG/CBR reporter, luminescence ratio, 4 h; Potency, µM (top dose mostly 46.1 µM), inactives show top-dose ratio change, negative = lower green/red ratio, hits mostly inhibitors; active = well fitted inhibition curve with a large enough effect in the signal ratio, with a control signal flat, not every such curve was filed as active; inconclusive = small, poorly fitted or top-dose-only effect, or effect the other way, or a change in a side signal; the % refers to the signal ratio;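 also: potency is read from the fitted curve at half-maximal effect; plate controls were basal doxycycline-induced cells for no effect and cells given 10 µM MG132 for full effect; MG132 reads +100%, hits lower the ratio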
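Cell line TMD8 (human ABC DLBCL), stably expressing tet-inducible CBG68-IkBa fusion and CBR; IMDM/0.5% FBS; cpd up to 46 uM; dox induction, 4 h, 37C/5% CO2; dual luminescence; green/red ratio; MG132 control.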
ELG1 repair inh – inhibitors of ELG1-dependent DNA repair in HEK293T cells; AID 504467; hit rate 2.3% among 330,000; Potency, µM (doses to about 46.1 µM), without a hit: top-dose activity change, negative = inhibition, most hits filed as inhibitors; HEK293T ELG1-luciferase reporter, luminescence, 16 h; DNA damage induced by 5-fluorouridine; also: potency is read from the fitted curve at half-maximal effect; % is scaled to controls: 0 for no effect and ±100 for the full control effect; nearly all actives have a fitted effect of over 55% in size
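HEK293T cells expressing luciferase-tagged ELG1 (2,000/well) received 5-Fluorouridine plus compound or DMSO for 16 hr at 37 °C. Luciferase was read by ONE-Glo luminescence after 30 min at room temperature.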
Tb PFK inh – T. brucei PFK enzyme inhibition. O15648. T. brucei PFK, ADP-Glo luminescence. Potency, µM (titrated, usually from 57.5 µM), for inactives: top-dose activity, negative = inhibition, actives largely listed as inhibitors. hit rate 0.17% among 330,000. AID 485367;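 also: potency is read from the fitted curve at half-maximal effect; 0% = uninhibited 1x PFK enzyme wells and -100% = no-enzyme wells; nearly all actives have a fitted effect of over 60% in size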
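Luminescent ADP detection (ADP-Glo, two-step: ATP depletion then ADP-to-ATP conversion for luciferase) reported PFK activity after 45 min room-temperature reaction of 1.25 nM enzyme with 0.5 mM F6P and 0.1 mM ATP at pH 8.0.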
Eya2 inh – blocks the phosphatase activity of human Eya2; O00167; recombinant Eya2, OMFP fluorescence dephosphorylation (OMFP is methylfluorescein phosphate); Potency, µM (series often up to 76.9 µM), without a hit: top-dose activity, negative = inhibition, most hits filed as inhibitors; hit rate 0.006% among 330,000; AID 488837; also: potency is read from the fitted curve at half-maximal effect; % is scaled to controls: 0 for no effect and ±100 for the full control effect
Target sequence (O00167 whole entry, looked up): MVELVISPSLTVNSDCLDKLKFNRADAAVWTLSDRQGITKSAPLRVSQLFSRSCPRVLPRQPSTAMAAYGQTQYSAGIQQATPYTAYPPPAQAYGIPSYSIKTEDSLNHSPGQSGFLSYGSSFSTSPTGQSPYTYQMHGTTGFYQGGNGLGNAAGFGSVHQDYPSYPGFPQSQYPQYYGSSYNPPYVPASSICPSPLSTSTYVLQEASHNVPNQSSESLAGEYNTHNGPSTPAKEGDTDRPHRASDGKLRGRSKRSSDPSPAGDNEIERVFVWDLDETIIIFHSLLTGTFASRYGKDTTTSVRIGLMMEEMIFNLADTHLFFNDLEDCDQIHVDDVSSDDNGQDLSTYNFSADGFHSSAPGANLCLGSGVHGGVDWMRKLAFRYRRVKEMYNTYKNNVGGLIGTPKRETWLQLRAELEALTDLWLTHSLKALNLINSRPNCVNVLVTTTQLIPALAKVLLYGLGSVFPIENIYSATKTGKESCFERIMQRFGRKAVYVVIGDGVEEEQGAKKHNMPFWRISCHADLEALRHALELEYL
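Eya2 protein (added as 0.2 uM solution) was preincubated with compound for 10 min at ambient temperature in 50 mM HEPES pH 7.5, 50 mM NaCl, 5 uM MgCl2, 0.05% BSA, 1 mM DTT. OMFP (added at 50 uM) then reacted 10 min; fluorescence read at 485/525 nm.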
Mito fusion act – inhibitors of mitochondrial division or activators of mitochondrial fusion; S. cerevisiae fusion-defective mutant growth rescue, CellTiterGlo 48 h; Potency, µM (highest dose often 46.1 µM), inactives show top-dose growth rescue (activation), most hits filed as activators; hit rate 0.23% among 320,000;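 also: potency is read from the fitted curve at half-maximal effect; % of control where 0% means no effect; nearly all actives have a fitted effect of over 45% in size; temperature-sensitive fusion mutants such as fzo1-1 at 37 °C on non-fermentable ethanol glycerol medium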
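Compounds are tested for their ability to restore growth of mitochondrial fusion-defective yeast strains at non-permissive 37C in YPEG medium over 48 hours. Viability is quantified by luciferase luminescence.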
* = called active by the depositor; [ ] = remark or other dose. Unless noted, calls follow the shape of the dose curve; as a rule, active = well fitted curve in the direction sought with a large enough effect; inconclusive = small, poorly fitted or top-dose-only effect, or another doubt; inactive = no such curve, though single readings can be large; an effect the other way counts as inactive or inconclusive.

`CCOC(=O)[C@H]1[C@H]2COc3ccc(C)cc3[C@@H]2N2C(=O)c3cc(Br)ccc3NC(=O)[C@@]12C` gave AT treatment 0%, a7 integrin act 0%, TCR act 4%, TSHR antag -10, S-ASM inh 9%, BCR signal inh inconclusive, ELG1 repair inh -21%, Tb PFK inh 6% and Eya2 inh 13%.
CC1CN(C(=O)c2cccc(S(=O)(=O)Nc3cc(Cl)ccc3Cl)c2)CC(C)O1 (stereo not given) was read as PTAP TSG101 blk -5%, AT treatment -3%, a7 integrin act -12%, TCR act -2%, TSHR antag -9, S-ASM inh 5%, BCR signal inh 9%, ELG1 repair inh inconclusive, Tb PFK inh -1%, Eya2 inh 4% and Mito fusion act 6%.
`Cn1nc(C(C)(C)C)cc1C(=O)NCc1ccc2c(c1)OCO2` gave PTAP TSG101 blk -7%, AT treatment 3%, a7 integrin act -13%, TCR act 0%, TSHR antag -38, S-ASM inh -1%, BCR signal inh -7%, ELG1 repair inh inconclusive, Tb PFK inh -4%, Eya2 inh 4% and Mito fusion act 0%.
CC(C)(O)C(=O)NNC(=S)Nc1cccc(C(F)(F)F)c1 was read as PTAP TSG101 blk 0%, AT treatment 0%, a7 integrin act -2%, TCR act 2%, TSHR antag 1, S-ASM inh 3%, BCR signal inh 0%, ELG1 repair inh 3%, Tb PFK inh 2%, Eya2 inh -1% and Mito fusion act -7%.
`COc1ccc(CNC(=O)[C@H](CCSC)NC(=O)N2CCn3c2nc2ccccc23)cc1` gave PTAP TSG101 blk -4%, AT treatment -2%, a7 integrin act 17%, TCR act 4%, TSHR antag 12, S-ASM inh -1%, BCR signal inh -1%, ELG1 repair inh inconclusive, Tb PFK inh 0%, Eya2 inh -6% and Mito fusion act -2%.
For COc1cc(C(=O)N(Cc2cc3ccccc3[nH]c2=O)CC2CCCO2)cc(OC)c1OC (stereo not given) the results were PTAP TSG101 blk -2%, AT treatment 8%, a7 integrin act -4%[7.66 µM], TCR act 6%, TSHR antag 8, S-ASM inh -2%, BCR signal inh inconclusive, ELG1 repair inh -23%, Tb PFK inh 0%, Eya2 inh -9% and Mito fusion act 0%.
For CCC(C)NC(=O)CC(NS(=O)(=O)c1ccc(Cl)cc1)c1ccco1 (stereo not given) the results were PTAP TSG101 blk -1%, AT treatment 8%, a7 integrin act -24%, TCR act -10%, TSHR antag 0, S-ASM inh 2%, BCR signal inh 7%, ELG1 repair inh 5%, Tb PFK inh 0%, Eya2 inh 0% and Mito fusion act -4%.
For Cc1ccccc1-c1nc(C(=O)NCC2CCCO2)cc2c1[nH]c1ccccc12 (stereo not given) the results were PTAP TSG101 blk -1%, AT treatment 4%, a7 integrin act 23%, TCR act -1%, TSHR antag -1, S-ASM inh -1%, BCR signal inh inconclusive, ELG1 repair inh inconclusive, Tb PFK inh -2%, Eya2 inh 10% and Mito fusion act 18%.
`CCOc1ccccc1NC(=O)C(CC)Sc1nc2ccncc2[nH]1` (stereo not given) gave PTAP TSG101 blk 3%, AT treatment 15%, a7 integrin act -18%, TCR act 10%, TSHR antag 11, S-ASM inh 0%, BCR signal inh -6%, ELG1 repair inh 1%, Tb PFK inh 1%, Eya2 inh -1% and Mito fusion act 2%.
CC(NC(=O)c1ccccc1NC(=O)CSc1nnnn1C)c1ccccc1 (stereo not given) was read as PTAP TSG101 blk 0%, AT treatment 0%, a7 integrin act -5%, TCR act -4%, TSHR antag 6, S-ASM inh -1%, BCR signal inh inconclusive, ELG1 repair inh 3%, Tb PFK inh 1%, Eya2 inh -12% and Mito fusion act -2%.
CC(=O)NCC1=C(NC(C)=O)C2CC1C(C)(C)C2C (stereo not given) was read as TSHR antag 6, BCR signal inh 5%, ELG1 repair inh 23%, Tb PFK inh 3%, Eya2 inh -16% and Mito fusion act 5%.
For CN(C)C(=O)COc1ccc2c3c(c(=O)oc2c1)CCCC3 the results were PTAP TSG101 blk 2%, AT treatment 6%, a7 integrin act 17%, TCR act 3%, TSHR antag 0, S-ASM inh 5%, BCR signal inh -8%, ELG1 repair inh inconclusive, Tb PFK inh -7%, Eya2 inh 4% and Mito fusion act 2%.
Screening COc1ccc(C)cc1NC(=O)C(c1ccccc1)N1CCNC(=O)C1 (stereo not given) returned AT treatment -4%, TSHR antag 0, BCR signal inh -7%, ELG1 repair inh 1%, Tb PFK inh -5%, Eya2 inh -4% and Mito fusion act 0%.
Screening O=C1N/C(=C/c2cccn2-c2ccc(F)cc2)C(=O)N1Cc1ccccc1F returned PTAP TSG101 blk -1%, AT treatment 5%, a7 integrin act 2%, TCR act 8%[46.1 µM], TSHR antag -5, S-ASM inh 6%, BCR signal inh 7%, ELG1 repair inh 19%, Tb PFK inh -1%, Eya2 inh 2% and Mito fusion act -1%.
For CCOC(=O)C1CCN(Cc2nnc(-c3ccccc3C)o2)CC1 the results were PTAP TSG101 blk -5%, AT treatment -3%, a7 integrin act 3%, TCR act 2%, TSHR antag 5, S-ASM inh 4%, BCR signal inh inconclusive, ELG1 repair inh -2%, Tb PFK inh 5%, Eya2 inh -8% and Mito fusion act 6%.
Screening CC(=O)c1ccc(OCc2cc(C(=O)N(C)C3CCOC3)no2)cc1 (stereo not given) returned PTAP TSG101 blk -6%, AT treatment 0%, a7 integrin act inconclusive, TCR act 3%, TSHR antag 26, S-ASM inh -4%, BCR signal inh 0%, ELG1 repair inh 0%, Tb PFK inh 3%, Eya2 inh 15% and Mito fusion act 1%.
Screening Cc1noc(C)c1S(=O)(=O)Nc1ccc(C(=O)NC2CCCCC2C)cc1 (stereo not given) returned PTAP TSG101 blk -4%, AT treatment 4%, a7 integrin act -3%, TCR act -6%, TSHR antag -2, S-ASM inh -5%, BCR signal inh 0%, ELG1 repair inh -16%, Tb PFK inh 3%, Eya2 inh -8% and Mito fusion act 3%.
Screening COc1ccc2c(c1)c(C(=O)N/N=C/c1ccccc1Cl)c(C)n2C returned PTAP TSG101 blk 1%, AT treatment -9%, a7 integrin act inconclusive, TCR act 2%, TSHR antag -6, S-ASM inh -15%, BCR signal inh inconclusive, ELG1 repair inh -16%, Tb PFK inh 2%, Eya2 inh 7% and Mito fusion act -4%.
`CC(CC(=O)N1CCN(c2ccc(C(F)(F)F)cn2)CC1)n1ccnc1` (stereo not given) gave PTAP TSG101 blk -6%, AT treatment 0%, a7 integrin act 6%, TCR act -6%, TSHR antag 1, S-ASM inh 6%, BCR signal inh 1%, ELG1 repair inh -15%, Tb PFK inh 2%, Eya2 inh 16% and Mito fusion act -6%.
`COC(=O)c1ccccc1NC(=O)c1cc2sccc2n1C` gave PTAP TSG101 blk 1%, AT treatment 0%, a7 integrin act 14%[7.66 µM], TCR act 1%, TSHR antag -21, S-ASM inh -6%, BCR signal inh inconclusive, ELG1 repair inh 4%, Tb PFK inh -1%, Eya2 inh 16% and Mito fusion act 0%.
For CCOC(=O)Cn1c(=O)oc2ccc(C)cc21 the results were PTAP TSG101 blk -5%, AT treatment 5%, a7 integrin act 23%, TCR act 1%, TSHR antag -11, S-ASM inh 4%, BCR signal inh 2%, ELG1 repair inh -18%, Tb PFK inh 0%, Eya2 inh -4% and Mito fusion act -1%.
CC(=O)c1ccc(OC(=O)C(CCS(C)(=O)=O)N2C(=O)c3ccccc3C2=O)cc1 (stereo not given) was read as PTAP TSG101 blk -6%, a7 integrin act -25%, TCR act 5%, TSHR antag 7, S-ASM inh -2%, BCR signal inh 11%, ELG1 repair inh -3%, Tb PFK inh -1%, Eya2 inh 13% and Mito fusion act -3%.
